# Screening results from PubChem BioAssay.
# FLuc modulator – inhibits or activates purified firefly luciferase, miR-21 counter-screen. P08659. purified FLuc, Km substrates, luminescence inhibition. Potency, µM (doses to about 57.5 µM), for the others: at the highest dose activity change, negative = inhibition, actives largely listed as inhibitors. 6.9% of 360,000 active;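 note: potency is the fitted concentration of half-maximal effect; plate controls were vehicle for no effect and reference inhibitor for full effect; nearly all actives have a fitted effect of over 55% in size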
# Target sequence (P08659 whole entry, looked up): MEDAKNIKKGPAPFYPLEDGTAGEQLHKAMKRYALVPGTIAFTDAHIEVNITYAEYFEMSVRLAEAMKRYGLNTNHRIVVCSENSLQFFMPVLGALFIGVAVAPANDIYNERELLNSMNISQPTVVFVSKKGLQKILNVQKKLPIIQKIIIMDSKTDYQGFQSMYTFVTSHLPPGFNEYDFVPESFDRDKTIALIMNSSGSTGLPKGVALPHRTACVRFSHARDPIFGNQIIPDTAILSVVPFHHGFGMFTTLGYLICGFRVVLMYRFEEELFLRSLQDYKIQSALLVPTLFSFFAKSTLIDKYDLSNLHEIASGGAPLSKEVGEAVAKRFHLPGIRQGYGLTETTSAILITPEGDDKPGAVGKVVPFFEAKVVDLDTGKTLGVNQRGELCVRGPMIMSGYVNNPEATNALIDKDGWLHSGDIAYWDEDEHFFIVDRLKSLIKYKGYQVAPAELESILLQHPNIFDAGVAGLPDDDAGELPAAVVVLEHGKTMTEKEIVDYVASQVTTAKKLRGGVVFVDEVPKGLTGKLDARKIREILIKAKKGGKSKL
#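 Purified P. pyralis luciferase, 10 nM final, with Km-level 10 uM D-luciferin and 10 uM ATP in 50 mM Tris acetate pH 7.5, 10 mM Mg acetate, 0.01% Tween-20, 0.05% BSA; 6-point qHTS titration about 60 µM downward; luminescence read.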
# p53 reactivator – restores transcriptional activity of mutant p53; H1299 p53-A138V BP100-luciferase reporter, luminescence, 24 h; 0.063% of 320,000 active; AID 504706; Potency, µM (top dose mostly 92.2 µM), inactives show top-dose activity change, positive = activation, actives largely listed as activators; note: potency is the fitted concentration of half-maximal effect; % of control where 0% means no effect; nearly all actives have a fitted effect of over 45% in size
#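 p53-null H1299 cells stably carrying temperature-sensitive p53-A138V and a BP100-luciferase reporter were pinned with compounds (4-point, 1:5 series) and held 24 hrs at 37 deg C. Luminescence was read 10 min after detection reagent.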
# TRPV1 agonist – agonists of human vanilloid receptor 1 (TRPV1); TRPV1-expressing cells, Fluo-8 calcium influx, agonist mode; activation, % at 8.33 µM; 0.19% of 320,000 active; Q8NER1; in the data active = activation above about 80%; inconclusive = between about 30% and that limit; note: 0% is about no effect
#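 TRPV1-expressing cells were cultured overnight at 35.5C and loaded with Fluo-8 calcium dye for 40 to 90 min at room temperature. After a 10 s baseline, compound was added and calcium influx was read kinetically for 3 min (ex 480/em 520 nm).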
# RORgamma inh – inhibitors of mouse ROR gamma transcriptional activity; P51450; 5.4% of 310,000 active; Drosophila S2 Gal4-RORgamma UAS-luciferase reporter, 20 h; Potency, µM (doses to about 53.6 µM), inactives show at the highest dose activity change, negative = inhibition, usual class: inhibitors; note: potency is the fitted concentration of half-maximal effect; % is set by controls: 0 for no effect and ±100 for the full control effect; nearly all actives have a fitted effect of over 60% in size
#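 Luciferase reporter read in Schneider cells carrying Gal4-RORγ (mouse) and UAS-Photinus luciferase; cells given compound 1 h before 700 uM copper sulfate induction, then incubated 20 h at ambient temperature.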
# ELG1 genotox – inducers of genotoxicity in HEK293T ELG1-luciferase cells. 1.3% of 330,000 active. AID 504466. HEK293T ELG1-luciferase reporter, luminescence, 16 h. Potency, µM (doses to about 46 µM), for the others: at the highest dose activity change, positive = activation, hits mostly activators; note: potency is the fitted concentration of half-maximal effect; % of control where 0% means no effect; nearly all actives have a fitted effect of over 60% in size
#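 ELG1-luciferase HEK293T cells, 2,000/well; compound pinned in; 16 hr, 37 °C, 5% CO2; ONE-Glo, 30 min RT; luminescence on CCD imager.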
# Gal4-VP16 FLuc – inhibits Gal4-VP16 luciferase reporter, ROR gamma counter-screen. 3.5% of 310,000 active. AID 2546. Drosophila S2 Gal4-VP16 UAS-luciferase, luminescence, 20 h. Potency, µM (titrated, usually from 53.6 µM), for inactives: top-dose activity, negative = inhibition, actives largely listed as inhibitors;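 note: Gal4-VP16 expression switched on by copper sulfate through the metallothionein promoter; potency is the fitted concentration of half-maximal effect; % is set by controls: 0 for no effect and ±100 for the full control effect; nearly all actives have a fitted effect of over 50% in size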
# Tb PFK block – T. brucei PFK enzyme inhibition; T. brucei PFK, ADP-Glo luminescence; Potency, µM (highest dose often 57.5 µM), inactives show top-dose activity, negative = inhibition, most hits filed as inhibitors; 0.17% of 330,000 active;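 note: potency is the fitted concentration of half-maximal effect; 0% = uninhibited 1x PFK enzyme wells and -100% = no-enzyme wells; nearly all actives have a fitted effect of over 60% in size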
# Target sequence (O15648 whole entry, looked up): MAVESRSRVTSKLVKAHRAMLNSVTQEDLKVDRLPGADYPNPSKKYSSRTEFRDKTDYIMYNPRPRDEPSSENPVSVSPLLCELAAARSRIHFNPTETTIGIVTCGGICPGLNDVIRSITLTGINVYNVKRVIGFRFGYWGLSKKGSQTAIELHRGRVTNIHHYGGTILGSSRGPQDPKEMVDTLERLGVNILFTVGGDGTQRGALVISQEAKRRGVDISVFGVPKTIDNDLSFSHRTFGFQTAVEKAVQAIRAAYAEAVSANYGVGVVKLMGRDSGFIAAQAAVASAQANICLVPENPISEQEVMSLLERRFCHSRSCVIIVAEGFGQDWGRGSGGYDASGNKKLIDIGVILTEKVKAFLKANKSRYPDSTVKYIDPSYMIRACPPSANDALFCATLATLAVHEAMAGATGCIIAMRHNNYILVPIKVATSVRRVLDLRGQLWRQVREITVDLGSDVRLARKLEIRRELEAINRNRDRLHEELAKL
#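 In TEA buffer at pH 8.0 with 5 mM MgCl2, enzyme (1.25 nM) converted F6P (0.5 mM) and ATP (0.1 mM) for 45 min at room temperature. ADP product was read by luciferase luminescence.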
# NPC1 promoter act – activators of NPC1 promoter; Huh7 NPC1 promoter luciferase reporter, 24 h; Potency, µM (highest dose often 9.22 µM), inactives show at the top dose activation, actives largely listed as activators; 2.4% of 320,000 active; AID 485313;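 note: potency is the fitted concentration of half-maximal effect; % of control where 0% means no effect; nearly all actives have a fitted effect of over 60% in size; reporter is driven by a mutant NPC1 promoter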
#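 Luminescence read-out of NPC1 promoter-driven luciferase in stably transfected Huh7 cells; compounds delivered in DMSO and left 24 h at 37C, 5% CO2, qHTS titration format.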
# Rab9 prom act – activates the Rab9 promoter; AID 485297; Huh7 Rab9 promoter-luciferase reporter, luminescence, 24 h; 2.8% of 320,000 active; Potency, µM (series often up to 9.22 µM), for the others: top-dose activation, negative = inhibition, actives largely listed as activators; note: potency is the fitted concentration of half-maximal effect; % of control where 0% means no effect; nearly all actives have a fitted effect of over 60% in size
#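 Stable Rab9-luc Huh7, 1500 cells/well, 2 h settle; cmpd in DMSO, 24 h, 37 °C/5% CO2; luciferase reagent 10 min RT; luminescence.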
# BRCA1 expr act – BRCA1 expression activation; AID 624202; Potency, µM (highest dose often 46.1 µM), for inactives: top-dose activation, most hits filed as activators; MCF7-BRCA1-FFLuc reporter, luminescence, 48 h; response scale: scaled: vehicle 0%, 10 µM genistein 100%; 1.1% of 380,000 active; note: potency is the fitted concentration of half-maximal effect; nearly all actives have a fitted effect of over 80% in size; some results filed as inactive show a strong effect at the top dose
#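 MCF7-BRCA1-FFLuc cells, 2000/well in phenol-red-free MEM, attached 2 h then treated 48 h at 37 C. Luciferase luminescence read 15 min after reagent; normalized to genistein maximum activation (10microM) and DMSO, concentration-response fitted.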
# ELG1 DNA repair – inhibitors of ELG1-dependent DNA repair in HEK293T cells. HEK293T ELG1-luciferase reporter, luminescence, 16 h; DNA damage induced by 5-fluorouridine. AID 504467. Potency, µM (top dose mostly 46.1 µM), for the others: at the highest dose activity change, negative = inhibition, hits mostly inhibitors. 2.3% of 330,000 active; note: potency is the fitted concentration of half-maximal effect; % is set by controls: 0 for no effect and ±100 for the full control effect; nearly all actives have a fitted effect of over 55% in size
#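 HEK293T cells expressing luciferase-tagged ELG1 (2,000/well) received 5-Fluorouridine plus compound or DMSO for 16 hr at 37 °C. Luciferase was read by ONE-Glo luminescence after 30 min at room temperature.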
# The depositor's hits bear a star; ? = inconclusive; nt = not tested or not shown; & = joins results of further samples; [ ] = another dose, or the depositor's remark. Unless noted, calls come from the whole dose curve; as a rule, active = well fitted curve in the direction sought with a large enough effect; inconclusive = small, poorly fitted or top-dose-only effect, or another doubt; inactive = no such curve, though single readings can be large; an effect the other way counts as inactive or inconclusive.
# The line under a structure holds: FLuc modulator	p53 reactivator	TRPV1 agonist	RORgamma inh	ELG1 genotox	Gal4-VP16 FLuc	Tb PFK block	NPC1 promoter act	Rab9 prom act	BRCA1 expr act	ELG1 DNA repair
1. O=C(CN1C(=O)COc2ccc(Cl)cc21)N1CCCCC1
    1%	8%	-2	3%	5%	0%	2%	-5%	1%	-22%	-2%
2. CCOc1ccc(NCc2nnc(SCC(=O)Nc3cc(C)on3)n2-c2ccc(OC)cc2)cc1
    -1%	-4%	-1	13%	0%	5%	-1%	-3%	-9%	-19%	-16%
3. Cc1ccccc1CC(=O)Nc1cccnc1
    4%	25%	-1	-19%	9%	1%	0%	-5%	0%	-5%	16%
4. CCN(C(=O)c1ccc(Cl)cc1[N+](=O)[O-])c1ccccc1C
    4%	3%	3	-8%	-18%	24%	2%	-4%	11%	-9%	-7%
5. CCN(CC)CCNc1ccnc2cc(Cl)ccc12
    0%	-12%	-2	-10%	-2%	-5%[0.365 µM]	-3%	-2%	-11%	0%	-11%
6. CCCCN(CC)Cc1ccc(CNC(=S)Nc2c(C)cc(C)cc2C)o1
    -4%	23%	-3	3.2µM*	-6%	6.3µM*	-16%	1%	0%	-20%	0%
7. Cc1oc2ccc(O)c(CN(C)C)c2c1C(=O)c1ccccc1
    ?	-4%	-3	30%	0%	-17%	-2%	6%	0%	2%	6%
8. COc1ccccc1C(NC(C)=O)c1cc(Cl)c2cccnc2c1O (centres undefined)
    1%	8%	0	2.2µM*	20%	2.8µM*	-2%	-45%[inhibitor]	-40%[inhibitor]	-80%&0%	?
9. Nc1ccc(C(=O)OCc2ccncc2)cc1[N+](=O)[O-]
    -5%	-1%	4	-8%	10%	-4%	1%	-1%	2%	?	?
10. CCCc1cc(=O)[nH]c(SCC(=O)c2c(N)n(C)c(=O)n(C)c2=O)n1
    0%	-12%	-3	-4%	-2%	4%	-3%	-3%	11%	-35%	-17%
11. Cc1ccc(NC(=O)N2Cc3ccccc3CC2C(=O)NC(C)(C)C)cc1 (centres undefined)
    -1%	-4%	15	26%	-1%	-1%	2%	1%	12%	-2%	0%
12. Cc1ccccc1Nc1nc(N)nc(COC(=O)c2cccc(S(=O)(=O)NCc3ccccc3)c2)n1
    1%	-8%	0	?	-8%	-23%	5%	-3%	0%	-62%	?
13. O=C(OCc1cccc2ccccc12)c1ccc2c(=O)[nH]c(CN3CCOCC3)nc2c1
    -4%	0%	0	-12%	1%	-4%	5%	-4%	8%	23%	?
14. COc1cccc(OCC(=O)Nc2ccccc2C(N)=O)c1
    4.8µM*	?	?	23%	5.2µM*	-7%	0%	?	2.8µM*	?	?
15. CCN(CC)CC(C)CNC(=O)CC(C(=O)N1CCc2ccccc21)n1ccnc1 (centres undefined)
    0%	0%	-1	11µM*	-1%	-7%	-3%	-1%	-3%	6%	13%
16. CC(=O)Nc1ccc2c(c1)C(=O)c1ccccc1C2=O
    4.8µM*	?	2	?	?	-14%	-4%	1.6µM*	0.71µM*	?	?
17. CCOC(=O)C1=C(C)N=C2SCCC(=O)N2C1c1sccc1C (centres undefined)
    1%	-19%	-1	?	0%	2%	-2%	-2%	-6%	-9%	-2%
18. COCCn1c(SCC(=O)Nc2ccc(Cl)cn2)nc2ccccc21
    -1%	0%	2	-3%	4%	-5%	3%	1%	1%	-41%	-10%
19. Cn1c(=O)c2c(SCC(=O)NCCc3ccccc3)nc(C3CC3)nc2n(C)c1=O
    0%	-3%	-2	20%	-6%	0%	1%	0%	-7%	3%	4%
20. Cc1cccc(NC(=S)NC2CCCC2)n1
    -8%	-2%	4	0.35µM*	-12%	2.8µM*	-7%	1%	-5%	6%	?
21. C=C1CC2C(CCC3(C)C2CCC3(O)C(C)=O)C2(C)CCC(=O)C=C12 (centres undefined)
    -7%	5%	5	-35%	-1%	-23%	-8%	-14%	-15%	-75%	?
22. CCN(CC)S(=O)(=O)c1ccc(C(=O)N2CCN=C2SC)cc1
    -2%	-13%	0	-14%	-1%	-6%	0%	-1%	-1%	0%	7%
23. Cc1ccc(Cl)cc1N1CCN(C(=O)COc2ccc(S(=O)(=O)NC(C)C)cc2)CC1
    0%	0%	-2	?	-8%	?	-4%	-16%	-19%	-35%	7.3µM*
24. Cc1ccc(S(=O)(=O)N2CCC[C@H]2C(=O)NCc2ccccc2Cl)cc1
    nt	1%	nt	nt	-5%	nt	6%	nt	nt	-17%	?
25. CCc1ccc(N2CC(C(=O)N3CCCC3)CC2=O)cc1 (centres undefined)
    0%	0%	1	-13%	5%	5%	-2%	-4%	-2%	30%	?
26. COCC(=O)N1CCCC(C(=O)c2ccc(-c3ccccc3)cc2)C1 (centres undefined)
    ?	nt	26	13%	0%	11%	1%	16%	12%	6%	28%
27. CC(C)(C)S(=O)(=O)/C(C#N)=N/Nc1ccc(C#N)cc1
    ?	-3%	0	?	-13%	-12%	-6%	0%	-3%	-39%	18µM*
28. CCOc1ccccc1OC(=O)c1ccco1
    3%	nt	0	-19%	nt	1%	nt	nt	nt	4%	nt
29. Cc1cccc(N2CCCn3c2nc2c3c(=O)n(CCN3CCOCC3)c(=O)n2C)c1
    4%	-3%	5	1%	-13%	0%	0%	-9%	-11%	-7%	?
30. Cc1ccc2nc(SCC(=O)N/N=C/c3ccc(C(=O)O)cc3)cc(C)c2c1
    ?	nt	-1	-17%[1.91 µM]	-1%	?	1%	-5%	-1%	-19%	-7%
31. CC(C)CN1C2CCCC1CC(NC(=S)NCc1ccco1)C2 (centres undefined)
    -2%	0%	6	-2%	0%	-5%[10 µM]	-4%	-1%	-8%	0%	-10%
32. COc1cc(C(=O)N2CCN(C(=O)C(Cc3cc(C)ccc3C)NC(C)=O)CC2)cc(OC)c1OC (centres undefined)
    -2%	-1%	1	-17%	1%	-16%	-3%	-2%	0%	-1%	3%
33. O=C(CSc1nnc(NC(=O)C2CC2)s1)NCc1ccco1
    -8%	4%	-3	-4%	0%	1%	1%	0%	-3%	-6%	7%
34. N/C(=N\OC(=O)c1cc(-c2ccccc2)nc2ccccc12)c1ccc(Cl)cc1
    ?	3%	1	12%	-2%	1%	-3%	-4%	-1%	-28%	11%
35. Cc1cc(NC(=O)COC(=O)C2CC(=O)N(c3ccc(Cl)cc3)C2)no1 (centres undefined)
    -1%	3%	2	3%	-1%	-3%	5%	2%	-7%	-10%	9%
36. COc1ccc(N2C(=O)CC(Sc3nc(C)c4c(n3)CCCC4)C2=O)cc1 (centres undefined)
    1%	1%	4	4%	0%	-2%	2%	-2%	5%	-29%	?
37. COc1ccc(CN(C)C(=O)C2CCN(C(=O)Nc3ccccc3)CC2)cc1OC
    1%	-6%	1	nt	3%	nt	-4%	-2%	21%	0%	11%
38. COc1cc(S(=O)(=O)N(C)C2CCCCC2)c(C)cc1C
    5%	-3%	16	37%	-6%	-4%	0%	-3%	-11%	5%	-6%
39. CNC(=O)NC(=O)COC(=O)CCCOc1ccc(OC)cc1
    6%	1%	10	-20%	2%	-7%	-4%	-3%	2%	8%	1%
40. CCN(c1ccccc1)S(=O)(=O)c1ccc(N)c(OC)c1
    8%	16%	-1	26%	-4%	-6%	0%	-26%	-18%	-64%	?
41. CCOc1ccc(-c2nnn(CC(=O)N3CCN(c4ccc(OC)cc4)CC3)n2)cc1OCC
    2%	-5%	4	-30%	1%	0%	1%	-1%	-3%	-8%	-10%
42. O=C(COC(=O)c1ccc([N+](=O)[O-])s1)NNC(=O)c1ccccc1
    nt	-5%	nt	nt	-3%	nt	-1%	nt	nt	4%	-2%
43. Cc1ccccc1C(=O)Nc1ccnc(-c2ccncc2)n1
    0%	-4%	6	-16%	0%	-2%	-6%	1%	2%	-27%	3%
44. Cc1ccc2nc(NCc3ccccc3)c(C=NCc3ccccc3)c(=O)n2c1
    -11%	15%	19	47%	9%	7%	-4%	9%	13%	13µM*	?
45. OCC1(Cc2ccccc2)CCN(CCCC2CCCC2)CC1
    0%	-1%	2	-2%	-10%	-11%	-6%	-1%	-2%	-12%	5%
46. OCCNC(=S)NCc1ccccc1
    -1%	1%	0	11%	0%	4%	1%	0%	2%	16%	-7%
47. Cc1ccc(N(CC(=O)NC(C)(C)C)C(=O)CNC(=O)c2cccs2)cc1
    -14%	10%	-2	-15%	-2%	-5%	-3%	0%	-10%	-5%	8%
48. CCn1cnc2c1c(=O)n(CC(=O)NCC(F)(F)F)c(=O)n2Cc1ccccc1
    -1%	17%	0	-5%	0%	0%	2%	-6%	-2%	-14%	0%
